VCAM1 TNFa inh – reduces TNF alpha induced VCAM1 expression in HUVEC; HUVEC TNFa-induced VCAM-1 immunofluorescence, high-content imaging; inhibition, % at 2 µM; actives 0.48% (n = 95,000); AID 802;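 active means inhibition above the batch mean plus 3 SD, with images confirmed as a hit by eye, cut at about 37% in these data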;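 further: 0% = TNF-stimulated DMSO wells and 100% = unstimulated control wells; not every result past the cut was called active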
ERb coact inh – blocks coactivator binding to human estrogen receptor beta | inhibition, % at 25.6 µM | AID 633 | TR-FRET ER-beta LBD / SRC1-Cy5 peptide binding; receptor agonist-loaded with 1 µM estradiol | actives 1.3% (n = 86,000) | Q92731;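 active means compounds whose percent inhibition of the receptor-coactivator binding signal exceeds about 50% in the single-dose screen, limit read from the data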;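 further: 0% = receptor plus peptide wells without compound and 100% = peptide-only wells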
Target sequence (Q92731 whole entry, looked up, the tested form may be a part): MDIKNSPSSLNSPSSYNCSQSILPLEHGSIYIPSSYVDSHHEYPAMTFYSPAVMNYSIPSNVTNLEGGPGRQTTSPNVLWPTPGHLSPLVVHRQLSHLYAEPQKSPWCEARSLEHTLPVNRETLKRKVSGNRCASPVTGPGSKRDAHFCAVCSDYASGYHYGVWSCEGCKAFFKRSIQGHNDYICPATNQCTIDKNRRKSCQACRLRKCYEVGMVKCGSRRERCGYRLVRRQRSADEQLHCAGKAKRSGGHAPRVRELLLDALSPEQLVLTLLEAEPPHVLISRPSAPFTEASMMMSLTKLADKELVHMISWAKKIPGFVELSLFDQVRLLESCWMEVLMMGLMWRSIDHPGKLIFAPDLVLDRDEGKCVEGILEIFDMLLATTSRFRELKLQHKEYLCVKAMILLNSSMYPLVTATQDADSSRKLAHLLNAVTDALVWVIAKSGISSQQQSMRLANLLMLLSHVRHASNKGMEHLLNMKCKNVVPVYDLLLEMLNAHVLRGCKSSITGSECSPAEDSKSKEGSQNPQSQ
sEH inh – soluble epoxide hydrolase (human) inhibition; actives 0.34% (n = 91,000); inhibition, % at 2 µM; recombinant human sEH enzymatic activity assay; P34913; in the data active means inhibition above about 80%; further: values of inactives mirror those of a sister screen read the other way; many of its hits are not listed in these tables
F-actin modifier – cytoskeleton assembly modification. HUVEC TNFa F-actin phalloidin imaging, high content. inhibition, % at 2 µM. actives 0.18% (n = 91,000);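 active means inhibition above the batch mean plus 3 SD and confirmed as a hit by visual image inspection, cut at about 30% in these data, passing the limit was not always enough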; further: strong numbers were not always called active
sEH activator – increases human soluble epoxide hydrolase activity. actives 0.04% (n = 91,000). purified human sEH enzymatic activity, activator screen. AID 717. activation, % at 2 µM; in the data active means activation above about 37%; further: values of inactives mirror those of a sister screen read the other way
Candida biofilm – kills Candida albicans biofilms; AID 834; inhibition, % at 6 µM; actives 0.14% (n = 85,000); C. albicans biofilm + clotrimazole, Alamar Blue;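 active means inhibition above 20%; inactive means inhibition below 20%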;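 further: preformed 24 hr biofilms exposed to compound for 48 hr; 0% = biofilm without compound and 100% = blank killed by clotrimazole plus chlorhexidine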
Smad3 inh – Smad3 (human) transcription factor binding inhibition. P84022. TR-FRET Smad3/Dy647-FoxH1 peptide binding, europium anti-His. inhibition, % at 25 µM. actives 0.29% (n = 88,000);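 active means compounds that reduce the energy-transfer binding signal between the protein and its labelled peptide by more than half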;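 further: 0% = Smad3 plus labelled peptide maximal FRET and 100% = peptide-only background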
Target sequence (P84022 whole entry, looked up): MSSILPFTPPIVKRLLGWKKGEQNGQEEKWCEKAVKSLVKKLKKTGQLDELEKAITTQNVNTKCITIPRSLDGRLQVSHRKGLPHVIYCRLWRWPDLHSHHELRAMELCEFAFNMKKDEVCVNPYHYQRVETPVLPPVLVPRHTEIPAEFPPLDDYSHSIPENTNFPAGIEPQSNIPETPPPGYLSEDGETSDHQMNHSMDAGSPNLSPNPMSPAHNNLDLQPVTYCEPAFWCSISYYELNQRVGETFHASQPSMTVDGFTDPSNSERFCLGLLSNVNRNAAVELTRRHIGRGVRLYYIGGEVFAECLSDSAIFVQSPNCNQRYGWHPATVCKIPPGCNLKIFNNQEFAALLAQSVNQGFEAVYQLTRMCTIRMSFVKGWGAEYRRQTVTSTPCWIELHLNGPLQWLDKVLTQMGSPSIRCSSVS
IL1B cytotox – HUVEC cytotoxicity counter-screen, IL-1B stimulated; HUVEC cell count loss, Hoechst imaging; cell count reduction, % at 2 µM; actives 0.41% (n = 94,000); AID 845;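 active means cell count reduction more than 3 SD above the screen-wide mean, cut at about 70% in these data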;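 further: normalized per plate to untreated control cells as the no-loss baseline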
TNFa cytotox – toxic to HUVEC cells under TNF alpha stimulation; actives 0.17% (n = 93,000); HUVEC TNFalpha-stimulated, Hoechst cell count, imaging; cell count reduction, % at 2 µM;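 active means cell count reduction exceeding the screen mean by over 5 SD, scaled to untreated wells per plate, cut at about 78% in these data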;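 further: cells counted after 24 h of TNF alpha exposure following the 1 h pretreatment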
Active calls of the source: *; / = not tested or not shown; [ ] = dose if it differs, or a comment. Only part of the results is shown (hit frequency here may not be typical).

Every second line gives: VCAM1 TNFa inh, ERb coact inh, sEH inh, F-actin modifier, sEH activator, Candida biofilm, Smad3 inh, IL1B cytotox, TNFa cytotox
- Cc1ccc(SCCN2C(=O)NC(C)(C)C2=O)cc1
→ 4, -3, -3, 1, 7, 5, -2, -53, 1
- COc1ccc(S(=O)(=O)/N=C2/C=CC(=O)C(C)=C2C)cc1
→ 2, /, -3, -18, 2, /, /, -2, -20
- Cc1nc(-c2ccccc2)nc2[nH]ccc(=O)c12
→ -9, 5, 1, /, -4, 4, 6, -23, -17
- O=c1c2c([nH]c3ccccc13)CCCC2
→ 10, -6, -7, /, 4, 9, 3, -1, -11
- COc1ccnc(CSC(N)=Nc2ccc(F)cc2)c1
→ -7, -6, -2, 4, 6, 7, 5, 10, -12
- COc1ccccc1OCCC(=O)OCCN1C(=O)c2ccccc2C1=O
→ 3, -4, 10, 8, -10, 3, 11[fluorescence artefact?], -12, -16
- CCCCOCC1CN(c2ccccc2)C(=O)CS1 (stereo unspecified)
→ 26, 25, 6, 9, -7, 1, -6, -6, -28
- CC(CCc1ccccc1)NC(=O)COC(=O)C1=COCCO1 (stereo unspecified)
→ 2, -4, 1, -6, 2, 3, 0, 5, 4
- CCOC(=O)c1ccccc1NC(=O)Cn1cnc2c(cnn2C(C)(C)C)c1=O
→ 36, 2, -12, -8, 9, 0, -1, 9, 59
- CCOC(=O)c1ccc(-c2cccc(C(F)(F)F)c2)nc1C
→ -1, /, -4, -4, 4, /, /, -12, -9
- Cc1ccc(SCC(=O)Nc2ccc(-c3nnc(-c4ccco4)o3)cc2)cc1
→ 6, /, 4, 14, -2, /, /, -8, 4
- C=CCOc1ccc(CNn2cn[nH]c2=S)cc1OCC
→ -21, /, 0, 18, 4, /, /, 2, -44
- CCc1ccc(Cn2nnc(C(=O)Nc3ccc(OC)cc3OC)c2N)cc1
→ 6, -3, /, 3, /, 19, 9, 9, 3
- CN(CC(=O)N1CCN(c2ccccc2)CC1)S(=O)(=O)c1cnc[nH]1
→ 4, -4, 7, 6, -7, 7, 7, 23, -2
- Clc1ccc(OCc2cc(-c3ccccc3)no2)c(Cl)c1
→ 9, /, 5, -36, -3, /, /, -36, -2
- COC(=O)c1cc2oc(C)cc2n1CC(=O)Nc1cc(C)cc(C)c1
→ 4, /, 8, 26, -5, /, /, -20, -19
- O=C(Nc1nnc(CC(=O)N2CCOCC2)s1)c1cccs1
→ -12, -6, -11, 0, 11, 1, 5, 10, 8
- CCOc1cc(CNc2ccc(O)cc2)cc(Br)c1OCc1ccccc1F
→ 7, /, 14, 26, -12, /, /, -17, -31
- Cc1ccccc1OCc1nnc(SCC(=O)Nc2ccc(N3CCOCC3)c(Cl)c2)n1C
→ 13, -2, 19, -8, -17, 5, 8, 10, -6
- CC1CCCC(NC(=O)CN2CCN(Cc3ccc(Cl)cc3)C2=O)C1C (stereo unspecified)
→ 0, -4, -6, 5, 4, 13, 3, -7, -13
- Cc1ccccc1Sc1c(C#N)c(-c2ccccc2)nn1C
→ 18, /, 3, -2, -5, /, /, -5, 4
- COC(=O)c1c(C)oc2ccc(OC(=O)N3CCOCC3)cc12
→ 4, -9[fluorescence artefact?], -12, -9, 14, 2, -6, -13, -13
- Cc1c(C(=O)NC(C)c2ccccc2)c(-c2ccccc2)nn1-c1ccccc1 (stereo unspecified)
→ -11, /, -14, -14, 13, /, /, 9, 7
- CCC1CCc2c(sc(N)c2C(N)=O)C1 (stereo unspecified)
→ 4, 1[fluorescence artefact?], -2, 14, 2, 3, -4, -28, -27
- CCC(C)(C(=O)NC1CCCC1)N(C(=O)c1ccccn1)c1ccccc1 (stereo unspecified)
→ 10, 4, 1, 12, -1, 2, 2, -4, -5
- Cc1ccc(OCC(O)CNS(=O)(=O)c2ccccc2C(=O)O)cc1 (stereo unspecified)
→ 20, 7, /, -11, /, 8, 4, -18, -8
- O=C1CCCCC(=O)N(c2ccccc2)c2ccccc21
→ 13, -12, /, 18, /, 1, 1, 14, -28
- O=C(NCCN1CCN(Cc2ccccc2)CC1)c1cc2c(=O)[nH]c3ccccc3c2s1
→ -2, 6[fluorescence artefact?], 6, -2, -7, 4, 6, 26, -9
- COC(=O)c1ccc(COc2nc(C)cc(C)c2C#N)o1
→ -33, /, 0, -5, 0, /, /, 3, 12
- COc1ccc(C2(C(=O)NC(C)C)CCCC2)cc1OC
→ 15, -6, 9, 3, -8, 2, -8, -8, -8
- COc1ccc(C(c2nnnn2CC2CCCO2)N2CCN(c3ccc(F)cc3)CC2)cc1 (stereo unspecified)
→ -15, 2[fluorescence artefact?], -4, -36, 5, -2, 12, -6, 15
- CCCCCN(C(=O)NC(=O)Nc1nncs1)S(C)(=O)=O
→ 4, 0, 13, -4, -11, 10, 2, -6, 12
- Cc1ccc(S(=O)(=O)CCC(=O)c2ccc(O)cc2O)cc1
→ -8, 12[fluorescence artefact?], -4, -6, 2, 0, -6, -1, -48
- COc1cccc2cc(C(C)=O)c(=O)oc12
→ 6, -11, 7, -2, -5, 6, 5, 0, -8
- CCN1CCN(C(=O)CN(C)S(=O)(=O)c2ccc(OC)c(C)c2)CC1
→ 10, -6, -13, /, 12, -1, -15, 2, -17
- Cc1ccc(CSc2ncnc3c2cnn3Cc2ccccc2)cc1C
→ 10, -8, 2, 6, -3, 5, -14, -74, -23
- CC(C)CNS(=O)(=O)c1ccc(CCC(=O)N2CCN(Cc3ccccc3)CC2)cc1
→ 22, -6, 9, 4, -8, 2, 7[fluorescence artefact?], -43, -18
- COc1ccc(CN(CC(=O)NC2CCCC2)C(=O)c2onc(C(N)=O)c2N)cc1
→ 14, -11, 2, /, -1, 2, -11, -104, -43
- Cc1ccc(-c2ccc(/C=N/N=C3/NC(=O)C(CC(=O)O)S3)o2)c([N+](=O)[O-])c1 (stereo unspecified)
→ 16, 0, 5, -11, -4, 5, 3, 2, -26
- Cc1cc(C(=O)Nc2ccc(S(=O)(=O)Nc3onc(C)c3C)cc2)cs1
→ 15, -4, -2, 12, 2, 11, 3, -41, -1
- Cc1nnc(SCC(=O)N2CCc3ccccc3C2)s1
→ 3, 0, -4, -11, 2, 5, 16, 8, 0
- CCOC(=O)C1CCCN(CC(=O)Nc2c(C(=O)OC)[nH]c3ccc(Cl)cc23)C1 (stereo unspecified)
→ -8, 5, 3, 15, -4, 2, 3, -16, -7
- CC1CN(Cc2ccc(Cl)cc2Cl)CC(C)O1 (stereo unspecified)
→ 8, -3, 14, 27, -17, 6, 3, -2, -33
- CC(OC(=O)c1cc2sccc2n1C)C(=O)NCC1CCCO1 (stereo unspecified)
→ 1, -8, 6, 16, -7, 4, -1, -18, -37
- O=C1c2[nH]nc(-c3ccccc3O)c2C(c2ccc(F)cc2)N1Cc1ccco1 (stereo unspecified)
→ -38, 6[fluorescence artefact?], 0, 10, 0, 6, -5, 20, -42
- Cc1nc(SCCO)c2oc3ccccc3c2n1
→ -14, -12, -22, 16, 22, 5, -7, 13, -22
- Cc1cc(C)c2cc(C#N)c(NCCCNC(=O)CCC(=O)O)nc2c1
→ -4, 4, 11, 4, -12, 9, 3[fluorescence artefact?], -14, -17
- COc1ccc(CNC(=O)C2CCCN(S(=O)(=O)c3cnc[nH]3)C2)cc1 (stereo unspecified)
→ 10, -5, /, -15, /, 4, 4, 6, 29
- Cn1nc(C(F)(F)F)c(C(=O)Nc2ccc(F)cc2F)c1Sc1cccc(C(F)(F)F)c1
→ -3, /, 6, 6, -4, /, /, -48, -4
- COc1ccc(O)c(/C=N/c2sc(C)c(C)c2C#N)c1
→ 13, -5, -12, /, 10, -1, -7, -13, 9
- CC(C)CNC(=O)CCCc1c[nH]c2ccccc12
→ 11, -7, 44, 6, -43, 1, -17, -6, -3
- CN(C)Cc1nc2ccccc2c(=O)n1Cc1nc(C(C)(C)C)cs1
→ 11, 0, 4, -2, -4, 7, 1, -7, -2
- O=C(CSc1oc(-c2cccs2)nc1S(=O)(=O)c1ccccc1)NC1CCCCC1
→ 0, 14, 7, 9, -9, 3, -9, -24, -12
- O=C(Cn1nnc(-c2ccc3c(c2)OCO3)n1)NCc1ccco1
→ 12, 50*, -2, -20, 1, 7, -5, 7, 10
- CC(C)(C)c1ccc(-c2csc(NC(=O)CN3C(=O)NC4(CCCCC4)C3=O)n2)cc1
→ -2, /, -6, 10, 3, /, /, -12, -10
- CCn1nnnc1SCC(=O)Nc1nc(-c2cccs2)cs1
→ 10, 11[fluorescence artefact?], -2, 8, 6, 5, -7, -1, -18
- C=CCN1C(=O)C2(NNc3ccccc3O2)c2ccccc21 (stereo unspecified)
→ -6, 4, -5, /, 2, 3, 7, -7, 1
- CCC(=O)Nc1ccc(C(=O)N/N=C/c2ccccc2[N+](=O)[O-])cc1
→ -3, /, 3, 17, 0, /, /, -10, -6
- CCc1nnc(NC(=O)C2CCCN(S(=O)(=O)c3ccccc3)C2)s1 (stereo unspecified)
→ 22, 1, 0, 6, 0, 0, 4, -12, -5
- Cc1ccccc1C(=O)Nc1ccccn1
→ 5, -12, 0, 28, -2, 2, 0, -78, -42

Reformatted field by field: entries from further up.
> COc1ccc(C(c2nnnn2CC2CCCO2)N2CCN(c3ccc(F)cc3)CC2)cc1 (stereo unspecified)
  VCAM1 TNFa inh = -15	ERb coact inh = 2[fluorescence artefact?]	sEH inh = -4	F-actin modifier = -36	sEH activator = 5	Candida biofilm = -2	Smad3 inh = 12	IL1B cytotox = -6	TNFa cytotox = 15
> CCCCCN(C(=O)NC(=O)Nc1nncs1)S(C)(=O)=O
  VCAM1 TNFa inh = 4	ERb coact inh = 0	sEH inh = 13	F-actin modifier = -4	sEH activator = -11	Candida biofilm = 10	Smad3 inh = 2	IL1B cytotox = -6	TNFa cytotox = 12
> Cc1ccc(S(=O)(=O)CCC(=O)c2ccc(O)cc2O)cc1
  VCAM1 TNFa inh = -8	ERb coact inh = 12[fluorescence artefact?]	sEH inh = -4	F-actin modifier = -6	sEH activator = 2	Candida biofilm = 0	Smad3 inh = -6	IL1B cytotox = -1	TNFa cytotox = -48
> COc1cccc2cc(C(C)=O)c(=O)oc12
  VCAM1 TNFa inh = 6	ERb coact inh = -11	sEH inh = 7	F-actin modifier = -2	sEH activator = -5	Candida biofilm = 6	Smad3 inh = 5	IL1B cytotox = 0	TNFa cytotox = -8

ERb coact inh, entries above that show a hit
structure	VCAM1 TNFa inh	ERb coact inh	sEH inh	F-actin modifier	sEH activator	Smad3 inh
O=C(Cn1nnc(-c2ccc3c(c2)OCO3)n1)NCc1ccco1	12	50*	-2	-20	1	-5

(cont.)
Every second line gives: VCAM1 TNFa inh, ERb coact inh, sEH inh, F-actin modifier, sEH activator, Candida biofilm, Smad3 inh, IL1B cytotox, TNFa cytotox
- CNC(=O)CN(c1ccc(OC)cc1)S(=O)(=O)c1ccc(F)cc1
→ 93*, -2, 6, -9, -4, 1, 9[fluorescence artefact?], 12, -6
- O=C(NCC1CCCO1)c1ccc(CS(=O)(=O)c2ccc(Br)cc2)o1 (stereo unspecified)
→ 0, -5[fluorescence artefact?], 8, 16, -6, -1, -6, -5, -20
- c1ccc(-c2nc(NCCCN3CCOCC3)c3ccccc3n2)cc1
→ 2, -16, -23, 0, 21, 8, 2, -30, -16
- O=C(NCC1CCCO1)C(c1cccnc1)N(C(=O)Cc1cccs1)c1cccnc1 (stereo unspecified)
→ 0, /, -20, -10, 23, /, /, 0, 0

Screening data deposited in PubChem BioAssay by several laboratories.
